# hiPSC survival: hiPSC single-cell survival enhancement; hit rate 0.044% among 360,000; ATPlite luminescence; 100% = ROCK inhibitor wells, 0% = DMSO; survival enhancement, % at 20 µM; in the data active = survival enhancement above about 18%;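 also: cells exposed to compounds for 16 hours before the ATP read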
# HIF-2a block: inhibitors of HIF-2a. 786-0 RCC cells HIF-2a reporter, luciferase luminescence, overnight. inhibition, % at 18.8 µM. hit rate 0.72% among 360,000. AID 624352;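 active = inhibition of the luminescence signal of 40% or more relative to plate controls, in a single-dose primary screen at 18.75 µM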
# NR2E3 ag-1: activates human photoreceptor nuclear receptor NR2E3 | AID 2300 | inhibition of corepressor binding, % at 4.78 µM | hit rate 0.12% among 320,000 | GST-NR2E3/biotin-RetCOR TR-FRET, 1536-well | Q9Y5X4;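 active = percent inhibition above the cutoff of mean plus 3 SD of all tested compounds, set per screening campaign, cut at about 20% in these data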;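 also: 0% = DMSO wells and 100% = biotin wells as full block of FRET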
# Target sequence (Q9Y5X4 whole entry, looked up): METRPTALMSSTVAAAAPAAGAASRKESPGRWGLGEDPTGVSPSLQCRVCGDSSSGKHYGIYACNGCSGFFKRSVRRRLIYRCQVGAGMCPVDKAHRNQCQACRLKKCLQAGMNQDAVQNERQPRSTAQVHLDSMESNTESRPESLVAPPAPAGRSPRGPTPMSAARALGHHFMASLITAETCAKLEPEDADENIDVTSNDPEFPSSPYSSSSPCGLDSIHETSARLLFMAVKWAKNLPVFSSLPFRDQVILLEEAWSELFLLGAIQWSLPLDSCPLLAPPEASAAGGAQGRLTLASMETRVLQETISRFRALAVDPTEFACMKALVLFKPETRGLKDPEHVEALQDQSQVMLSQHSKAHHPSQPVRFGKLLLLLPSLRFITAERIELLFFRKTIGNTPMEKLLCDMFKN
#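 Material – GST-tagged NR2E3 plus biotinylated RetCOR corepressor · Quantity – NR2E3 fusion 1.35 nM · Times – 5 h incubation at 4 °C · Medium – pH 7.5 Tris-based buffer · Technique – TR-FRET, Eu(K)-anti-GST donor, streptavidin-D2 acceptor, ex 340, em 617/671 nm · Benchmarks – high control biotin, low control 0.6% DMSO · Format – 1536-well plates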
# Shn3 3UTR inh: inhibitors of Schnurri-3 3'UTR reporter in osteoblasts | Clone20 osteoblast Shn3 3'UTR firefly luciferase, 24 h | inhibition, % at 12.5 µM | hit rate 0.52% among 360,000 | AID 588674;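 active = mean inhibition of at least 75% with every replicate also reaching 75%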;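 also: 0% = median of neutral control wells and 100% = pilot-screen positive control compound; some compounds past the cut are filed as inactive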
# LMP1 NFkB inh: inhibitors of Epstein-Barr LMP1-induced NF-kappaB reporter. inhibition, % at 12.5 µM. LMP1-induced NF-kappaB luciferase reporter cells, luminescence. hit rate 0.69% among 350,000; in the data active = inhibition above about 41%;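 also: 0% = neutral control wells and 100% = reference inhibitor control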
# TRAIL sens C8: sensitizes caspase-8 expressing cells to TRAIL; NB7+C8 cells + TRAIL, ATPlite viability luminescence; inhibition (viability loss, TRAIL sensitization), % at 10 µM; hit rate 1% among 360,000; AID 624354;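 active = compounds causing at least 50% loss of cell viability in the single-dose screen, relative to plate controls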
# TRPM1 prom inh: reduces MITF-dependent TRPM1 promoter luciferase signal | SK-MEL-5 TRPM1 promoter luciferase, 24 h | inhibition, % at 12.5 µM | hit rate 0.83% among 330,000 | AID 488899;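 active = mean inhibition across replicates of 60% or more, whatever share of single replicates reaches that level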; also: values of inactives mirror those of a sister screen read the other way
# CF NFkB inh: blocks PAF-induced NF-kB reporter in cystic fibrosis cells; hit rate 0.86% among 360,000; inhibition, % at 5 µM; KKLEB NF-kB-GFP reporter, GFP fluorescence overnight;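 active = at least 50% inhibition at 5 µM, scaled per plate between neutral and stimulator controls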;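 also: PAF is a Pseudomonas aeruginosa culture filtrate used as stimulus; plate controls were PAF-stimulated DMSO wells for no effect and unstimulated DMSO wells for full effect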
# KKLEB tox: counter-screen for CF NF-kB inhibitors: cytotoxicity. hit rate 0.36% among 360,000. KKLEB CF airway cells viability, ATPlite luminescence, overnight; stronger effect = lower value; cells stimulated with P. aeruginosa culture filtrate. activity change (cytotoxicity), % at 5 µM;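 active = corrected activity change at or below -50% at 5 µM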
# Peg3 prom inh: inhibitors of Peg3 promoter; inhibition, % at 20 µM; AID 588405; HeLa PEG-Prom luciferase reporter, luminescence, overnight; hit rate 1.7% among 360,000;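 active = inhibition of at least 50% at 20 µM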
# NR2E3 ag-2: agonists of human NR2E3 nuclear receptor; CHO-S Gal4-NCOR/VP16-NR2E3 two-hybrid, luciferase; inhibition of corepressor binding, % at 3.98 µM; hit rate 0.35% among 360,000; AID 602229;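 active = inhibition above the mean of all tested compounds plus 3 SD, cut at about 70% in these data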;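 also: 0% = DMSO with NR2E3 transfected cells and 100% = cells lacking NR2E3 construct; higher means lower luciferase signal from less NR2E3 corepressor binding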
# Active calls of the source: *; / = not tested or not shown; & = joins results of further samples. Not all compounds are listed; the hit share may differ from the screen's.
smiles	NR2E3 ag-2	LMP1 NFkB inh	CF NFkB inh	HIF-2a block	TRAIL sens C8	Peg3 prom inh	hiPSC survival	NR2E3 ag-1	Shn3 3UTR inh	TRPM1 prom inh	KKLEB tox
C[C@H](CO)N1C[C@H](C)[C@@H](CN(C)CC2CCCCC2)Oc2ccc(NC(=O)Cn3cnnn3)cc2C1=O	18	-3	-20	7	-3	-4	-1.6	/	-3	-12	13
CCCN1C(=O)/C(=C\c2ccncc2)SC1=Nc1ccccc1	-22	-3	23	13	3	5	-0.4	-4	0	-5	-29
COCCCNc1nc2c([nH]1)c(=O)[nH]c(=O)n2C	-3	1	10	14	-1	10	-0.1	0	10	7	-4
COc1ccc(-n2c(SCC(=O)NCc3ccco3)nc3sc4c(c3c2=O)CCN(C)C4)cc1	-6	0	-21	2	14	14	1.0	-3	-37	-17	10
CCN(CC)C1CCN(c2nc3nonc3nc2NCCOC)C1 (configuration not stated)	-12	-3	13	8	-10	12	-0.6	-4	5	8	12
O=C(CSc1nccn1Cc1ccco1)Nc1cccc(F)c1	-6	-12	4	-73	11	-41	0.0	3	-15	-37	-2
O=C(CCCN1C(=O)/C(=C/c2ccc(F)cc2)SC1=S)NC1CCS(=O)(=O)C1 (configuration not stated)	-6	13	-25	9	4	-7	-0.5	2	-28	14	5
CCCNC(=O)CNC(=S)N(Cc1ccccc1F)C1CCCCC1	-5	-5	6	0	-16	28	0.6	-4	27	-2	1
O=[N+]([O-])c1cc2ccccc2c(O)c1O	-11	-5	17	16	4	-2	1.4	/	3	/	1
CC(C)CCN(N=O)[C@@H](Cc1ccccc1)CN(N=O)[C@@H](Cc1ccccc1)CN(C)N=O	4	-4	4	8	5	18	2.2	2	56	/	-7
C[C@H](CO)N1C[C@H](C)[C@H](CN(C)C(=O)Nc2ccc(C(F)(F)F)cc2)Oc2ncc(Br)cc2C1=O	-14	3	-5	7	3	12	-0.5	/	7	/	-2
CC1(C(=O)N2CCN(C(=O)c3ccco3)CC2)CCN1Cc1ccccc1OC(F)F (configuration not stated)	-12	/	3	20	2	5	-4.0	/	5	/	-13
COc1ccc(NC(=O)NNC(=O)COc2ccc3ccccc3c2)cc1OC	-41	-7	12	13	-4	-3	0.6	0	-1	-1	-20
CCCN(S(=O)(=O)c1ccccc1F)S(=O)(=O)c1ccccc1Br	-9	-3	-3	14	-4	31	-0.4	0	-5	-13	-4
Cc1c(Cl)cccc1NC(=O)CSc1nnc(C)n1-c1ccccc1	1	-1	-2	14	8	18	-1.7	-3	6	-7	6
CCN(CC)CCNCc1cc(Cl)c(OCC(=O)Nc2ccccc2)c(OC)c1	-2	-2	-3	14	2	1	-1.5	0	-20	-14	5
CCc1nc2c(OCc3ccccc3)cccn2c1N(C)C(C)=O	22	/	14	9	-22	17	-1.7	/	20	/	-8
CN1CCN(C2=NC(=O)/C(=C/c3cn[nH]c3-c3ccccc3)S2)CC1	-43	18	8	-3	-11	1	-0.2	0	19	11	-23
CN(Cc1ccco1)C(=O)Cn1nc(-c2ccc(Cl)cc2)ccc1=O	16	-35	-6	7	-7	18	0.5	1	16	13	2
O=C(O)c1cc(S(=O)(=O)NCC2CCCO2)ccc1Cl (configuration not stated)	7	4	2	2	8	-10	0.7	2	-13	-5	-7
CC(=O)N1c2c(cc(Br)cc2S(=O)(=O)N2CCN(c3ccccn3)CC2)CC1C (configuration not stated)	11	3	11	14	-11	23	-2.1	3	10	-3	-12
O=C(CC12CC3CC(CC(Br)(C3)C1)C2)NC1CCCC1	-16	-2	2	4	-4	4	-0.5	2	24	2	-5
CCS(=O)(=O)N1CCN(C(=O)c2cc(OC)cc(OC)c2)CC1	7	-6	6	14	-3	17	2.5	4	15	-9	2
COc1cccc(NC(=O)CNC(=O)c2ccc([N+](=O)[O-])cc2)c1	-12	-3	-4	11	-22	9	0.3	0	-22	13	-8
CCc1nnc(NC(=O)Cc2ccc(OCc3c(C)noc3C)cc2)s1	-33	-5	-7	-2	8	0	-1.9	-1	-1	12	-1
O=C(/C=N/O)Nc1ccc2sc3ccccc3c2c1	-38	9	-26	-157	4	-48	-0.4	3	-47	3	9
Cc1cccc(C)c1N=Nc1c(C)cc(O)cc1C	-14	0	-7	-24	-21	33	-0.7	-3	-40	4	-9
Cc1ccc2c(=O)n3c(nc2c1)C(C)NC(=O)c1cccnc1-3 (configuration not stated)	20	-8	3	9	-7	6	-1.4	/	-1	/	-1
CCOC(=O)N1CCN(CCC(=O)Nc2cccc(Br)c2)CC1	-2&-15	-9&-4	-12&-3	22&12	-7&-10	9&-1	2.4&-3.2	2&-1	10&0	8&6	-16&-3
CCOc1ccc(/C=N/NC(=O)Nc2ccccc2)cc1	-163	-25	13	-266	19	-333	-0.1	0	-90	-119	6

# As a short view, 2 of the compounds above.
smiles	NR2E3 ag-2	LMP1 NFkB inh	CF NFkB inh	HIF-2a block	TRAIL sens C8	Peg3 prom inh	hiPSC survival	NR2E3 ag-1	Shn3 3UTR inh	TRPM1 prom inh	KKLEB tox
CCOC(=O)N1CCN(CCC(=O)Nc2cccc(Br)c2)CC1	-2&-15	-9&-4	-12&-3	22&12	-7&-10	9&-1	2.4&-3.2	2&-1	10&0	8&6	-16&-3
CCOc1ccc(/C=N/NC(=O)Nc2ccccc2)cc1	-163	-25	13	-266	19	-333	-0.1	0	-90	-119	6

# Retrieved one by one from the list above:
smiles	NR2E3 ag-2	LMP1 NFkB inh	CF NFkB inh	HIF-2a block	TRAIL sens C8	Peg3 prom inh	hiPSC survival	NR2E3 ag-1	Shn3 3UTR inh	TRPM1 prom inh	KKLEB tox
O=C(/C=N/O)Nc1ccc2sc3ccccc3c2c1	-38	9	-26	-157	4	-48	-0.4	3	-47	3	9
COCCCNc1nc2c([nH]1)c(=O)[nH]c(=O)n2C	-3	1	10	14	-1	10	-0.1	0	10	7	-4
O=[N+]([O-])c1cc2ccccc2c(O)c1O	-11	-5	17	16	4	-2	1.4	/	3	/	1
CCCNC(=O)CNC(=S)N(Cc1ccccc1F)C1CCCCC1	-5	-5	6	0	-16	28	0.6	-4	27	-2	1

# Continued.
smiles	NR2E3 ag-2	LMP1 NFkB inh	CF NFkB inh	HIF-2a block	TRAIL sens C8	Peg3 prom inh	hiPSC survival	NR2E3 ag-1	Shn3 3UTR inh	TRPM1 prom inh	KKLEB tox
CC1CC(C)(C)NC(=S)N1CCCC(=O)Nc1ccc(Br)cc1 (configuration not stated)	5	-1	-13	7	-2	-2	0.4	3	-7	1	4
COc1cc(NC(=O)CN2CCN(c3ccccc3F)CC2)cc(OC)c1	-2	-3	2	22	6	16	1.4	4	8	5	5
O=c1c2c3c(sc2n(CCN2CCOCC2)c(=O)n1Cc1ccco1)CCCCC3	1	1	8	25	-6	20	-0.8	-5	10	12	-6
O=C(NCc1ccccc1)C1CCCN(c2ncnc3c2nc2n3CCCCC2)C1 (configuration not stated)	-6	4	1	12	-12	8	-0.3	1	12	-1	11
COc1ccc(C(=O)NCC(=O)OCC(=O)N2CCN(S(=O)(=O)c3ccccc3)CC2)cc1	16	8	5	1	-6	-2	-0.7	-2	-3	2	10
Cc1ccc(OC(=O)c2cccc(S(=O)(=O)N3CCN(C)CC3)c2)c(Br)c1	-13	9	8	3	6	3	-0.5	-1	7	13	-8
Cc1nc2c3cc(Cl)ccc3n(CCN3CCCCC3)c2s1	-56	-7	-2	21	20	24	-0.4	-2	-42	25	-15
COc1ccc(CN(C(=O)c2ccccc2Br)C2CCS(=O)(=O)C2)cc1 (configuration not stated)	-57	4	11	9	-2	4	-1.6	3	-6	2	-11
O=[N+]([O-])c1cc(S(=O)(=O)Nc2cccc(Cl)c2)ccc1N=Nc1c(O)[nH]c2ccccc12	-42	11	80*	-4	29	65*	-1.9	2	41	8	-80*
CCOC(=O)c1ccc(NC(=O)COC)cc1	-26	-5	-8	-61	6	-32	1.6	-3	-7	-16	2
Cc1cccc(NC(=S)NCc2ccco2)c1C	3	4	14	12	-5	11	-2.0	0	6	-3	-10
O=C(CN1CCN(Cc2ccccc2)CC1)Nc1ccccc1-c1ccccc1	13	-24	-18	12	-5	27	-1.2	5	1	11	6
CC(=O)Nc1ccc(S(=O)(=O)NCCC(=O)OCC(=O)c2cc(C)ccc2C)cc1	-15	-5	-21	8	5	7	-0.1	/	-5	-2	4
CCNC(=S)N1CCc2cc(OC)c(OC)cc2C1COc1ccc(F)cc1 (configuration not stated)	-6	3	2	24	5	9	0.7	1	-7	-1	-11
COc1cccc(/C=N/NC(=O)c2cc3cc([N+](=O)[O-])ccc3s2)c1O	-21	64*	-29	14	44	84*	1.2	4	91*	77*	-12
COc1cc(S(=O)(=O)NCCOC23CC4CC(CC(C4)C2)C3)c(OC)cc1Cl	-3	7	7	17	17	18	0.3	1	48	6	9
O=C(Oc1ccc(Cl)cc1)c1ccc2nccnc2c1	-2	3	2	-2	1	-4	-1.3	4	-19	-2	-7
CCCCn1c(N)c(N(CCOC)C(=O)c2oc3c(Cl)cccc3c2C)c(=O)[nH]c1=O	23	0	-16	14	-3	-6	4.8	/	-16	/	-6
CSc1nc2cc(Cl)ccc2s1	-38	-1	1	10	-27	2	-1.2	1	-19	-8	4
O=C(Nc1ccc2c(c1)OCO2)c1ccc2nc[nH]c2c1	-114	6	-10	-225	13	-177	-5.1	1	-91	-76	6
CCCCn1c(N)c(N(CC(C)C)C(=O)C2=COCCO2)c(=O)[nH]c1=O	9	-2	4	8	7	-2	0.1	6	11	-3	9
CC(=O)C1=C(O)C(=O)N(c2ccc(Br)cn2)C1c1ccc(F)cc1 (configuration not stated)	-2	-19	-32	-58	3	-23	-1.5	1	-6	-9	10
CC(=O)NC(C)(CC(=O)c1ccccc1)c1ccccc1 (configuration not stated)	-14	0	5	8	-18	-8	1.0	-2	24	8	-10
Cc1ccc(S(=O)(=O)N2CCCCC2)cc1NC(=O)COC(=O)CN1C(=O)NC2(CC(C)CC(C)(C)C2)C1=O (configuration not stated)	-1	-3	24	15	-2	13	-0.5	/	-6	0	1
CC(/C=N/n1c(-c2ccc(Cl)cc2)n[nH]c1=S)=C\c1ccco1	-10	3	1	-9	-10	21	0.7	1	8	2	5
COc1cc(C)c(Cl)c(C)c1S(=O)(=O)NC1CC(C)(C)NC(C)(C)C1	-16	-1	-2	6	2	7	0.7	2	11	-19	-5
O=C(O)c1ccc(Cl)c(S(=O)(=O)NCC2CCCO2)c1 (configuration not stated)	-7	-3	7	12	-17	2	2.0	0	-14	9	-5
CC(=O)N1CCCC(C)(C(=O)Nc2cccc(OC(C)C)c2)C1 (configuration not stated)	-11	/	8	3	8	9	-1.3	/	8	/	-3
COc1ccc(S(=O)(=O)N(CC(=O)NCC2CCCO2)c2ccc(Cl)cc2)cc1 (configuration not stated)	-6	-4	0	3	-5	15	-0.2	4	-13	-3	4
